Tau fluor cs – counter-screen for tau fibril formation inhibitors | tau K18 P301L (four-repeat tau fragment) Alexa594 fluorescence, heparin fibrillization | Potency, µM (highest dose often 57.7 µM), without a hit: at the highest dose activity change, negative = decrease | actives 0.93% (n = 280,000) | AID 1463; also: % is scaled to controls: 0 for no effect and ±100 for the full control effect; nearly all actives have a fitted effect of over 55% in size
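Human K18 P301L tau (15 uM unlabeled plus 0.24 uM Alexa 594-labeled, final) in 100 mM sodium acetate pH 7 was mixed with compound and 20 uM heparin and incubated 6 hr at 37 C.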
Epigenetic reg – regulators of epigenetic silencing causing reporter derepression in mouse cells; AID 1865; murine LDR cells, GFP reporter derepression, 30 h; actives 0.2% (n = 280,000); Potency, µM (top dose mostly 53.9 µM), for inactives: at the highest dose GFP activation, usual class: activators; also: % of control where 0% means no effect; nearly all actives have a fitted effect of over 60% in size
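Reporter derepression read as number of fluorescent GFP-positive objects, 20-120 um in size, counted by laser-scanning cytometer. Mouse LDR line with an epigenetically silenced CMV-GFP locus; compound incubation 30 h, 37 C.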
ALDH1A1 inh – inhibitors of human aldehyde dehydrogenase 1A1 | Purified ALDH1A1, NADH fluorescence, propionaldehyde substrate | actives 7.3% (n = 220,000) | Potency, µM (titrated, usually from 75.3 µM), inactives show at the highest dose activity, negative = inhibition, hits mostly inhibitors | P00352; active = well fitted inhibition curve with a large enough effect, not every such curve was filed as active; inconclusive = small, poorly fitted or top-dose-only effect, or another doubt; inactive = no such curve, though single readings can be large or run the other way;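 also: plate controls were no enzyme wells and a reference inhibitor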
Target sequence (P00352 whole entry, looked up): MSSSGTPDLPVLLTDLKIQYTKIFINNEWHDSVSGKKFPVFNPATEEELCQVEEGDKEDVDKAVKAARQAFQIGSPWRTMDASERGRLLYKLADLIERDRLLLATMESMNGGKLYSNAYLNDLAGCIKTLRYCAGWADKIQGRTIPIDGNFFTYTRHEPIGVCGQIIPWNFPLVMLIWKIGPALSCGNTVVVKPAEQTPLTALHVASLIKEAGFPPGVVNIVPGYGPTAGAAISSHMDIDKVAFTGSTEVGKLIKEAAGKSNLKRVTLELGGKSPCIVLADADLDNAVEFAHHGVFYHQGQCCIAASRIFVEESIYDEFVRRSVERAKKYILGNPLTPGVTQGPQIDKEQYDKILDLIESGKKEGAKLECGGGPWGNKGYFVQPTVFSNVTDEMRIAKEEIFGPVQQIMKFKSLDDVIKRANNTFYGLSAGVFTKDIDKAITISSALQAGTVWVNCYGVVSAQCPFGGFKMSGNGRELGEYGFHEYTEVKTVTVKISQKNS
aGlu spleen mod – inhibitors or activators of human alpha-glucosidase in spleen homogenate; P10253; human spleen homogenate, 4-MU-alpha-glucoside fluorescence; Potency, µM (top dose mostly 79.9 µM), without a hit: at the highest dose activity change, negative = inhibition, usual class: inhibitors; actives 0.006% (n = 240,000); AID 2112;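 also: 0% = enzyme with vehicle and -100% = no enzyme basal signal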
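Human spleen homogenate (1 ug) with 4-methylumbelliferyl-alpha-D-glucopyranoside (1 mM final) in 50 mM citrate/phosphate pH 5.0, 0.01% Tween-20; 40 min at 37 C. Stopped at pH 10; 4-MU fluorescence Ex 365/Em 440 nm; AC50 by Hill fit.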
GAA glycogen – alters human alpha-glucosidase cleavage of glycogen. P10253. recombinant GAA, glycogen substrate, Amplex Red glucose oxidase fluorescence. Potency, µM (doses to about 76.4 µM), for the others: top-dose activity change, negative = inhibition, actives largely listed as inhibitors. actives 0.38% (n = 300,000). AID 2100;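 also: 0% = full enzyme reaction and -100% = no-enzyme basal signal; the screen sought inhibitors and activators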
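Natural-substrate format: glycogen cleavage by 4 nM human enzyme, glucose read by Amplex Red coupling (Ex 573, Em 610 nm). Normalized to enzyme and no-enzyme controls.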
NPSR antag – blocks cAMP signaling of the human neuropeptide S receptor; CHO-NPSR cells, cAMP TR-FRET, antagonist mode; Potency, µM (titrated, usually from 38.3 µM), for the others: at the highest dose activity change, negative = inhibition, actives largely listed as inhibitors; actives 1% (n = 220,000); also: % is scaled to controls: 0 for no effect and ±100 for the full control effect; nearly all actives have a fitted effect of over 50% in size; many of its hits are not listed in these tables
GLA spleen mod – inhibits or activates alpha-galactosidase in human spleen homogenate; human spleen homogenate, 4MU-alpha-Gal fluorescence, 40 min; Potency, µM (top dose mostly 80 µM), without a hit: top-dose activity change, negative = inhibition, most hits filed as inhibitors; actives 0.008% (n = 240,000); AID 2107;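 also: 0% = enzyme with vehicle and -100% = no enzyme basal signal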
Target sequence (P06280 32-429 limits assumed): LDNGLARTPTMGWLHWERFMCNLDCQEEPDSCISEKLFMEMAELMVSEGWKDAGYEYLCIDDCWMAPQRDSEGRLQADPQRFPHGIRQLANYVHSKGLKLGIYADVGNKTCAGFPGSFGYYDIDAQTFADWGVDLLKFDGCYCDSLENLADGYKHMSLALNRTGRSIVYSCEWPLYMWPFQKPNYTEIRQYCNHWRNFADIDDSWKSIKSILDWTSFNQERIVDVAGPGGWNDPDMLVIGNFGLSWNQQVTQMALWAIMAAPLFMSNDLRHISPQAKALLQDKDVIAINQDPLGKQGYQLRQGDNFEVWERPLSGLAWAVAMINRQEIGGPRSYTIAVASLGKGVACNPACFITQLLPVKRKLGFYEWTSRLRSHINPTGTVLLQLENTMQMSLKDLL
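qHTS titration in buffer at pH 5.0. Alpha-galactosidase activity in spleen homogenate was measured via 4-methylumbelliferone release from 1 mM fluorogenic substrate after 40 min at 37C and a pH 10 stop. AC50 came from Hill fits of control-normalized data.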
GAA inh – blocks human lysosomal alpha-glucosidase; Potency, µM (titrated, usually from 76.9 µM), without a hit: at the highest dose activity change, negative = inhibition, usual class: inhibitors; AID 1466; purified human GAA, 4-MU-alpha-glucoside fluorescence; actives 0.005% (n = 200,000); P10253;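 also: plate controls were uninhibited enzyme wells for no effect and no-enzyme background for full effect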
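Human alpha-glucosidase, 4 nM, pre-mixed with test compounds before 400 uM 4-methylumbelliferyl substrate; 20 min room temperature at pH 5.0. Fluorescence read after pH 10 stop; AC50 values from Hill-equation fits.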
An asterisk follows results filed as active; u = inconclusive; x = not tested or not shown; & = joins results of further samples; [ ] = another dose, or the depositor's remark. Unless noted, calls follow the shape of the dose curve; as a rule, active = well fitted curve in the direction sought with a large enough effect; inconclusive = small, poorly fitted or top-dose-only effect, or another doubt; inactive = no such curve, though single readings can be large; an effect the other way counts as inactive or inconclusive. Potency is read from the fitted curve at half-maximal effect.

Below each SMILES: Tau fluor cs, Epigenetic reg, ALDH1A1 inh, aGlu spleen mod, GAA glycogen, NPSR antag, GLA spleen mod, GAA inh
1. Cc1ccc(C(NC(=O)N2CCOCC2)=C(Cl)Cl)cc1F
    -8%, 13%, 0.11µM*, 0%, 5%, -20%[46.1 µM], 1%, -9%
2. Cc1ccccc1Nc1nc(CSc2nnc(-c3ccoc3C)n2C)cs1
    -10%, -1.7%, u, 1%, -25%, -6%[46.1 µM], 7%, 5%
3. O=S(=O)(c1ccc(N2CCN(S(=O)(=O)c3ccc4c(c3)OCCO4)CC2)nc1)N1CCCC1
    -11%, 14%, u, -1%, -11%, -20%[46.1 µM], 5%, -6%
4. CC(=O)c1ccc(NC(=O)CSc2nc(N)c3cc4c(nc3n2)CCCC4)cc1
    -19%, 0.0%, u, -7%, 0%, -18%, 3%, -6%
5. NC(=O)c1ccc(-n2nnnc2Oc2ccccc2)cc1
    10%, -1.0%, -1%, 3%, 4%, -7%[46.1 µM], 4%, -11%
6. COc1cc2nc(CSc3ncn[nH]3)[nH]c(=O)c2cc1OC
    1%, -3.1%, 0%, -4%, -2%, 13%, 10%, 1%
7. Cc1cc(C)c(NC(=O)C2CCN(c3cnccn3)CC2)c(C)c1
    -4%, -1.0%, -6%, -1%, -5%, -4%[46.1 µM], 1%, -1%
8. COC(=O)CCN(C(=O)c1ccc(OC(C)=O)cc1)c1ccccn1
    -4%, -0.9%, 6%, -7%, 5%, -2%[46.1 µM], 2%, -12%
9. CN1CCC(N(C)C(=O)COc2ccccc2-c2ccccc2)CC1
    2%, 1.1%, 5%, 4%, -8%, -5%[46.1 µM], 2%, -2%
10. COc1ccc(C(=O)Nc2ccccc2C(=O)N/N=C/c2ccccc2OC)cc1
    u, 0.0%, 2%, -11%, -5%, -27%[46.1 µM], 2%, 3%
11. COc1cc(CNc2nc(C)c([N+](=O)[O-])c(C)c2C#N)cc(OC)c1
    -26%, -4.3%, 4µM*, -1%, 2%, -6%[46.1 µM], -2%, -6%
12. COC(=O)c1ccccc1C(=O)N1CCOCCOCCOCC1
    -4%, -1.0%, 15%, -1%, 9%, 15%, 2%, 1%
13. Cc1ccc(NC(=O)/C(=C\c2ccc3c(c2)OCO3)NC(=O)c2ccco2)cc1
    9%, 3.7%, 2%, -10%, 10%, -9%[46.1 µM], -11%, 1%
14. O=C(O)CCC(=O)Nc1ccccc1Oc1ccccc1
    3%, 0.1%, 6%, -11%, 14%, 5%, -5%, 3%
15. COc1ccc(-c2noc(CSc3nc4sc(C)c(C)c4c(=O)n3-c3ccccc3)n2)cc1
    -3%, 1.1%, 12%, -9%, -6%, -14%, -10%, -2%
16. O=C(C1CC1)N1N=C(C2CCCCC2)CC1(O)C(F)(F)F (stereo unspecified)
    -7%, 3.0%, 1%, 0%, 4%, 10%, -2%, -2%
17. Fc1ccccc1/C=N/NC(=S)Nc1ccc(Cl)cc1Cl
    4%, 0.0%, -5%, 5%, 1%, -33%, 2%, 9%
18. COc1cc(C2C3C(=O)N(c4ccc(F)cc4)C(=O)C3ON2c2ccccc2)ccc1O (stereo unspecified)
    -18%, -1.0%, -6%, 6%, -9%, -13%[46.1 µM], -5%, 9%
19. COCCCNC(=O)c1ccc(Cn2c(=O)c3ccccc3n(Cc3ccccc3C)c2=O)cc1
    -7%&-10%, 0.0%&0.8%, 10%, 1%, 12%[76.3 µM], -18%[46.1 µM], 3%, 1%
20. COc1ccc(CCn2c(C)cc3c(c2=O)C(c2ccc4c(c2)OCO4)C(C#N)=C(N)O3)cc1OC (stereo unspecified)
    -16%, 4.1%, -1%, -5%, 7%, u, -7%, u
21. Cc1c(NC(=O)C2CCCN2S(=O)(=O)c2ccccc2)c(=O)n(-c2ccccc2)n1C (stereo unspecified)
    10%, 1.2%, -2%, 0%, -12%, -21%[46.1 µM], -4%, -11%
22. O=C(Cn1nnc(-c2cccs2)n1)NCc1ccccc1
    -1%, 0.1%, 2%, -2%, 16%, 12%, -3%, 0%
23. O=C(CN1C(=O)C2C3C=CC(C3)C2C1=O)NCCc1ccccc1Cl (stereo unspecified)
    -3%, -1.2%, -8%, 0%, 5%, -1%[46.1 µM], 3%, 4%
24. Cc1cc(C)cc(CSCC(=O)N/N=C/c2ccc(OCC(=O)NCc3ccco3)cc2)c1
    -15%, 0.0%, 5%, -6%, -3%, -19%[46.1 µM], -2%, -3%
25. O=c1c(-c2n[nH]c(=S)o2)cccn1Cc1ccccc1
    -2%, 0.4%, u, -13%, 2%, -16%, 19%, 0%
26. COc1ccc(S(=O)(=O)N2CCN(C(=S)NC3CCCCC3)CC2)cc1
    -13%, -1.2%, -7%, -7%, -6%, -17%, 4%, -2%
27. O=C1CN(C(=O)CNC(=O)c2ccccc2Cl)c2ccccc2N1
    -2%, 1.1%, u, 1%, -3%, 11%, -4%, 3%
28. O=C(CO/N=C/c1ccccc1O)NNC(=O)c1ccccc1Cl
    -3%, -1.2%, u, 2%, 6%, 2%[46.1 µM], 8%, 3%
29. Cc1ccc(OCc2nnc(SC(C)C(=O)O)n2Cc2ccccc2)cc1 (stereo unspecified)
    -9%, -0.5%, 0%, -1%, -12%, 1%, -7%, -13%
30. O=C(COC(=O)CCc1ccc(S(=O)(=O)N2CCOCC2)cc1)NC(=O)NC1CCCCC1
    -7%, -1.2%, -16%, -5%, -12%, 6%, 0%, -3%
31. O=C1c2ccccc2C(=O)N1CCCc1c[nH]c2ccc(Cl)cc12
    11µM*[quencher], 0.0%, 4%, -11%, -2%, -40%, -2%, -6%
32. Cc1ccc2c(c1)[nH]c1c(=O)n(Cc3ccccn3)cnc12
    -9%, -1.2%, u, 4%, -1%, -6%[7.67 µM], 9%, -8%
33. O=C(C[n+]1ccc(Cc2ccccc2)cc1)Nc1ccc([N+](=O)[O-])cc1Cl
    -11%, -1.2%, 20µM*, -26%, -6%, 3%, -13%, 4%
34. Cc1nnc(SCc2cccc([N+](=O)[O-])c2)[nH]c1=O
    -2%, 2.3%, -5%, 7%, -12%, -12%, 1%, 2%
35. O=C(COC(=O)C1CCN(S(=O)(=O)c2cccs2)CC1)NCc1ccc(F)cc1
    -3%, 0.1%, x, -3%, 5%, -6%, -5%, x
36. CCOC(=O)C1=C(C)Nc2ccccc2N=C1NC(=O)c1cccc(S(=O)(=O)N(C)C)c1
    -6%, -1.1%, 0%, 0%, 1%, -13%[46.1 µM], -5%, -1%
37. CCN(Cc1ccncc1)C(=O)CC1C(=O)NCCN1Cc1ccc(F)c(F)c1 (stereo unspecified)
    -2%, 1.2%, u, -5%, 7%, 6%, -1%, x
38. O=C(N/N=C/c1ccc(N2CCOCC2)cc1)C1CC1
    9%, 7.9%, u, 1%, 4%, -4%, 0%, 7%
39. c1ccc2c(-c3nnc4n3CCCCC4)c[nH]c2c1
    8%, 2.7%, -15%, -13%, -10%, -9%[46.1 µM], -1%, -5%
40. S=C(Nc1ccccc1)Nc1ccc(OCc2ccccc2)cc1
    -11%, 1.1%, 2%, 0%, -4%, -7%[46.1 µM], -12%, -2%

Four records drawn at random from those above:
Below each SMILES: Tau fluor cs, Epigenetic reg, ALDH1A1 inh, aGlu spleen mod, GAA glycogen, NPSR antag, GLA spleen mod, GAA inh
36. CCOC(=O)C1=C(C)Nc2ccccc2N=C1NC(=O)c1cccc(S(=O)(=O)N(C)C)c1
    -6%, -1.1%, 0%, 0%, 1%, -13%[46.1 µM], -5%, -1%
31. O=C1c2ccccc2C(=O)N1CCCc1c[nH]c2ccc(Cl)cc12
    11µM*[quencher], 0.0%, 4%, -11%, -2%, -40%, -2%, -6%
32. Cc1ccc2c(c1)[nH]c1c(=O)n(Cc3ccccn3)cnc12
    -9%, -1.2%, u, 4%, -1%, -6%[7.67 µM], 9%, -8%
35. O=C(COC(=O)C1CCN(S(=O)(=O)c2cccs2)CC1)NCc1ccc(F)cc1
    -3%, 0.1%, x, -3%, 5%, -6%, -5%, x

Continuation:
Below each SMILES: Tau fluor cs, Epigenetic reg, ALDH1A1 inh, aGlu spleen mod, GAA glycogen, NPSR antag, GLA spleen mod, GAA inh
41. Cc1[nH][nH]c(=O)c1C=NCc1ccc(Cl)cc1
    -6%, -2.8%, 0%, x, 3%, 16%, 1%, -10%
42. CN(C(=O)CSc1nc2ccc(Br)cc2c(=O)n1Cc1ccco1)C1CCS(=O)(=O)C1 (stereo unspecified)
    -14%, 2.1%, 13µM*, 4%, -11%, 38%, -2%, -15%
43. Cn1c(=O)c2c(nc(Br)n2Cc2ccc3ccccc3c2)n(C)c1=O
    -6%, -8.6%, u, -9%, 11%, -7%[46.1 µM], -12%, -4%
44. FC(F)Sc1ccc(NC(=S)NC2CCC(NC(=S)Nc3ccc(SC(F)F)cc3)CC2)cc1 (stereo unspecified)
    u, 3.1%, -7%, 3%, -3%, -3%[46.1 µM], -3%, -4%
45. CCOCCCNC(=O)Cc1ccc(OC)c(OC)c1
    -5%, -2.1%, 2%, -6%, 2%, -5%[46.1 µM], 1%, 1%
46. CCC(C(=O)OCC(=O)Nc1c(C)n(C)n(-c2ccccc2)c1=O)c1ccccc1 (stereo unspecified)
    -6%, 0.9%, -6%, -5%, 1%, -2%[46.1 µM], -1%, 2%
47. COCc1ccc(CN2CCCC(CO)(Cc3ccccc3)C2)o1 (stereo unspecified)
    -8%, 1.1%, u, -5%, 9%, -5%, -6%, -5%
48. CCCCSc1nc(C)c(CC(=O)O)c(=O)[nH]1
    4%, -2.6%, 8%, 4%, 10%, 2%[46.1 µM], 4%, -1%
49. COC(=O)c1cnn2c(C(F)(F)F)cc(-c3ccco3)nc12
    -5%, -0.8%, u, -1%, -3%, 3%[46.1 µM], 23%, u
50. O=c1[nH]c(CO)nc2c1oc1ccccc12
    -6%, 0.8%, 5%, -6%, -12%, -7%[46.1 µM], -6%, -11%
51. Cc1nc2sc(-c3ccccc3)cc2c(=O)n1N
    9%, 0.0%, u, -2%, 0%, -17%, -1%, 0%
52. COc1ccc(-c2nnc(SCC(=O)N3CCN(c4ccccc4)CC3)o2)cc1OC
    -14%, 0.0%, 6%, 6%, 6%, -13%, 1%, -6%
53. COc1ccc2[nH]cc(C(=O)CCl)c2c1
    -26%, u, x, 11%, 1%, u, 11%, 2%[15.4 µM]

Source: PubChem BioAssay

A portion of the library. The share of hits here may be higher or lower than overall.
